Screening data (PubChem BioAssay)
JMJD2A Tudor: qHTS Assay for Inhibitors of JMJD2A-Tudor Domain | Lysine-specific demethylase 4A (Homo sapiens), O75164 | Potency, µM (doses to about 114 µM), for the others: top-dose activity change, negative = inhibition, most hits filed as inhibitors | 390,000 compounds, 4.4% hits | AlphaScreen JMJD2A-Tudor / H3K4me3 peptide binding; note: % is set by controls: 0 for no effect and ±100 for the full control effect; nearly all actives have a fitted effect of over 50% in size
GLS inh: qHTS for Inhibitors of Glutaminase (GLS). Potency, µM (series often up to 45.5 µM), for inactives: top-dose activity change, negative = inhibition, hits mostly inhibitors. Glutaminase kidney isoform, mitochondrial (Homo sapiens), O94925. 410,000 compounds, 0.21% hits. GLS enzymatic activity, qHTS titration. AID 624170, 2012; note: % is set by controls: 0 for no effect and ±100 for the full control effect
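Glutamate formation by hKGA was monitored fluorometrically using coupled glutamate oxidase, HRP and Amplex Red. Substrate was added as 1 mM L-glutamine solution; incubation was 30 min at RT after an initial read.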
HP1b chromo inh: HTS for Inhibitors of HP1-beta Chromodomain Interactions with Methylated Histone Tails. AlphaScreen HP1-beta / biotin-H3K9me3 peptide binding. 390,000 compounds, 0.56% hits. Chromobox protein homolog 1 (Homo sapiens), P83916. Potency, µM (highest dose often 114 µM), without a hit: at the top dose activity change, negative = inhibition, hits mostly inhibitors; note: nearly all actives have a fitted effect of over 70% in size; inactives centre near 23
Target sequence (P83916 whole entry, looked up): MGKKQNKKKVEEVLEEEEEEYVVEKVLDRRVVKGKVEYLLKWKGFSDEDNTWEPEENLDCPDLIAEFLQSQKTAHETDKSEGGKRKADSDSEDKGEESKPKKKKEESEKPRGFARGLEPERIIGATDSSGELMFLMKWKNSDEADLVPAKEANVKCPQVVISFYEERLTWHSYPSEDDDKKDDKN
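HP1-beta protein (50 nM final) preincubated 30 min at room temperature with biotinylated H3(1-18)K9me3 peptide (50 nM) in PBS pH 7.4, 0.01% Tween-20, then compound added for 30 min. AlphaScreen streptavidin donor/nickel chelate acceptor beads (10 ug/mL final), 30 min dark, luminescence read.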
Pol iota inh: qHTS for Inhibitors of Polymerase Iota; DNA polymerase iota (Homo sapiens), Q9UNA4; Pol iota fluorescent replication assay, 10 min; Potency, µM (titrated, usually from 115 µM), for inactives: at the highest dose activity, negative = inhibition, most hits filed as inhibitors; 390,000 compounds, 1% hits
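Fluorescent replication assay read twice, at 0 min and 10 min after adding 50 nM (final) substrate. Enzyme (10 nM) and compounds were first incubated 15 min at room temperature; enzyme-free buffer wells were negative controls.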
Tb PGK inh: qHTS Assay to Find Inhibitors of Phosphoglycerate Kinase | PGK/GAPDH coupled, Kinase-Glo luminescence, 60 min | Potency, µM (series often up to 57.5 µM), for inactives: top-dose activity change, negative = inhibition, actives largely listed as inhibitors | 380,000 compounds, 0.043% hits; note: % is set by controls: 0 for no effect and ±100 for the full control effect; nearly all actives have a fitted effect of over 60% in size
Target sequence (P07378 whole entry, looked up): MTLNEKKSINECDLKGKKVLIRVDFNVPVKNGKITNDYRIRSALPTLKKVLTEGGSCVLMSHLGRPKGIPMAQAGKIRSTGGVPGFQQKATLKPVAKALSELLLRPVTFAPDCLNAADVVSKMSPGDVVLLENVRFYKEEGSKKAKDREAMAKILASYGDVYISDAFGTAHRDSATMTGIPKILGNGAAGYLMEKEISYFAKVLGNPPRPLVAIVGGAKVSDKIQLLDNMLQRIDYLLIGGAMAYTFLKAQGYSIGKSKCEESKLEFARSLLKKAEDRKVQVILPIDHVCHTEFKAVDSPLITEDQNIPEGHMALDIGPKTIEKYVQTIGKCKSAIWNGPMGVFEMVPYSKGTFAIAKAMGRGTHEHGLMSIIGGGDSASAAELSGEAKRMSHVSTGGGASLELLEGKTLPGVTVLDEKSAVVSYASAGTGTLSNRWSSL
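Luminescent ATP detection (Kinase-Glo Plus) follows a 60-minute room-temperature incubation, with wells lacking PGK as controls. Buffer: 100 mM TEA (pH 7.6), 5 mM MgCl2, 0.01% Tween-20. Coupling enzyme GAPDH (100 nM final) supplies unstable 1,3-BPG in-well.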
G9a block: qHTS Assay for Inhibitors of Histone Lysine Methyltransferase G9a | Histone-lysine N-methyltransferase EHMT2 (Homo sapiens), Q96KQ7 | G9a H3K9 monomethylation, AlphaScreen, 2 h | 350,000 compounds, 8.8% hits | Potency, µM (series often up to 102 µM), for the others: at the top dose activity, negative = inhibition, usual class: inhibitors; note: % is set by controls: 0 for no effect and ±100 for the full control effect; nearly all actives have a fitted effect of over 75% in size
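Chemiluminescent proximity detection of H3K9 monomethylation, read after 10 min bead incubation in the dark. Reaction: 20 nM G9a, 500 nM biotin-H3K9 peptide, 20 uM SAM cofactor, 2 h, room temperature, following 15 min enzyme-compound preincubation.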
BLM inh: qHTS Assay for Inhibitors of Bloom's syndrome helicase (BLM); RecQ-like DNA helicase BLM (Homo sapiens), P54132; recombinant BLM DNA unwinding, fluorescence dequenching; 350,000 compounds, 0.2% hits; Potency, µM (doses to about 56.1 µM), without a hit: at the top dose activity change, negative = inhibition, actives largely listed as inhibitors; AID 2528, 2010;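 note: plate controls were vehicle for no effect and no enzyme for full effect; nearly all actives have a fitted effect of over 35% in size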
Pin1 inhibitor: qHTS Assay to Find Inhibitors of Pin1. Peptidyl-prolyl cis-trans isomerase NIMA-interacting 1 (Homo sapiens), Q13526. Pin1 FP peptide displacement, HiFluor488, 10 min. Potency, µM (titrated, usually from 115 µM), without a hit: at the top dose activity, negative = inhibition, actives largely listed as inhibitors. 390,000 compounds, 0.009% hits. AID 504891, 2011; active = well fitted inhibition curve with a large enough effect in the polarisation, with a control signal flat, not every such curve was filed as active; inconclusive = small, poorly fitted or top-dose-only effect, or effect the other way, or a change in a side signal; inactive = no such curve, though single readings can be large or run the other way; the % refers to the polarisation; note: % is set by controls: 0 for no effect and ±100 for the full control effect
Target sequence (Q13526 whole entry, looked up): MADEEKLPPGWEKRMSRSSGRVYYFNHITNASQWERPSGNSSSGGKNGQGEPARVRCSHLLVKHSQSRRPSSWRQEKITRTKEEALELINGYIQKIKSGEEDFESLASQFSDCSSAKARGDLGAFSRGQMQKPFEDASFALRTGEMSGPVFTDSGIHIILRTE
BAZ2B block: qHTS Assay for Inhibitors of BAZ2B | Bromodomain adjacent to zinc finger domain protein 2B (Homo sapiens), Q9UIF8 | AlphaScreen BAZ2B-H3K14Ac peptide displacement | Potency, µM (highest dose often 114 µM), inactives show at the top dose activity change, negative = inhibition, usual class: inhibitors | 360,000 compounds, 4.4% hits | AID 504333, 2011; note: % is set by controls: 0 for no effect and ±100 for the full control effect; nearly all actives have a fitted effect of over 60% in size
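Multi-concentration screen (max 110 uM) measuring displacement of acetylated histone H3 peptide from BAZ2B by AlphaScreen, using 50 nM protein, 50 nM peptide and 10 ug/mL streptavidin donor plus Ni-chelate acceptor beads.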
* marks the source's active call; other numbers are inactive results; i = inactive; ? = inconclusive; · = no result given; & = joins results of further samples; [ ] = remark or other dose. Unless noted, calls come from the whole dose curve; as a rule, active = well fitted curve in the direction sought with a large enough effect; inconclusive = small, poorly fitted or top-dose-only effect, or another doubt; inactive = no such curve, though single readings can be large; an effect the other way counts as inactive or inconclusive. Potency is the fitted concentration of half-maximal effect. Not all compounds are listed; rates above refer to the full screens.

entry	Structure	BLM inh	BAZ2B block	Pin1 inhibitor	Pol iota inh	Tb PGK inh
1	CC1CCCCN1C(=O)Cc1ccc(Cl)cc1 (stereo not given)	5%	-6%	-9%	7%	10%
2	COc1ccc(OCC(O)CN2CCN(c3ccccc3)CC2)cc1 (stereo not given)	0%	-12%	-6%	-3%	-5%
3	O=C(O)CC(Cc1ccc(Br)cc1)C(=O)Nc1ccccc1 (stereo not given)	-1%	7%	-12%	-12%	-1%
4	COc1ccc(CC(=O)Nc2ccc3c(C)cc(=O)oc3c2)cc1OC	-8%	1%	-3%	165%[activator]	-2%
5	CCN1CCCC1CNC(=O)c1cc2ccc(OC)cc2[nH]1 (stereo not given)	-1%	-6%	-2%	43%[activator]	-8%
6	CCOCCCNC(=O)CN1C(=O)COc2ccc(S(=O)(=O)N3CCCCCC3)cc21	-1%&-2%	-22%&-9%	-10%&-4%	-11%&22%	-1%&-1%
7	CCCn1c2ccccc2c2cnn(CC(=O)Nc3ccc(C)cc3Br)c(=O)c21	-3%	3%	1%	15%	0%
8	COc1ccc(CCN(CC(=O)NC(C)(C)C)C(=O)Cn2nnc(-c3ccc(C)o3)n2)cc1OC	-4%	-28%	-5%	65%[activator]	6%
9	CCC(Oc1ccccc1)C(=O)Nc1ccc(S(=O)(=O)Nc2cc(C)on2)cc1 (stereo not given)	-1%	-21%	1%	37%[activator]	i
10	CC(=O)N1c2ccc(S(=O)(=O)NCCc3ccccc3)cc2CC1C (stereo not given)	-3%	-22%	12%	-10%	-7%

entry	JMJD2A Tudor	G9a block	GLS inh	HP1b chromo inh
1	-21%	9%[59 µM]	12%	20%
2	?	29%[0.501 µM]	19%	22%
3	10%	-27%	-3%	35%
4	-10%	-4%[59 µM]	2%	10%
5	-22%	?	-2%	41%[activator]
6	?	-18%	-10%&4%	33%&17%
7	-8%	1%[59 µM]	-3%	23%
8	-13%	-6%	0%	51%[activator]
9	1%	-4%	-16%	52%[activator]
10	39%[activator]	5%[59 µM]	1%	44%[activator]

Going on with the list.
entry	Structure	BLM inh	BAZ2B block	Pin1 inhibitor	Pol iota inh	Tb PGK inh
11	Nc1nnc(CSCc2ccccc2)s1	0%	1%	0%	24%	-5%
12	COC(=O)CSc1nnc(CNC(=O)c2ccco2)n1-c1ccc(F)cc1	-1%	8%	-1%	11%	3%
13	Cc1nc2ccc(NC(=S)N3CCN(c4ccccn4)CC3)cc2nc1C	-2%	4%	?	0%	-11%
14	COc1cccc(CC(=NO)c2cccc(OC)c2)c1	·	·	?	15%	8%
15	CCOc1cc(/C=N\NC(=O)c2ccc(C)nc2)ccc1OC(=O)c1ccc(F)cc1	-2%	-1%	-1%	-11%	-12%
16	COc1ccc(S(=O)(=O)NCc2cn3c(C)csc3n2)cc1F	-1%	2%	-4%	11%	5%
17	Cc1cc(=O)oc2cc(OCC(=O)OCC(=O)Nc3ccc(C(N)=O)cc3)ccc12	3%	-23%	2%	56%[activator]	11%
18	O=C(CN1CCN(C(=O)c2ccc(-c3nc4ccccc4s3)o2)CC1)Nc1ccccc1Cl	·	5%	62%[activator]	14%	4%
19	CCOC(=O)c1[nH]cnc1C(=O)N1CCC(C)CC1	·	3%	3%	3%	9%
20	Cc1ccc(/C=N/Nc2ccccn2)s1	-3%	-26%	-10%	29%	9%

entry	JMJD2A Tudor	G9a block	GLS inh	HP1b chromo inh
11	-7%	12%[59 µM]	-3%	28%
12	-8%	-2%	0%	21%
13	-19%[57.1 µM]	-20%[59 µM]	2%	17%
14	-3%	·	16%	21%[57 µM]
15	-13%	9%[12.7 µM]	-8%	-21%
16	4%	?	-4%	37%
17	-4%	5%	1%	14%
18	-30%	7%[0.501 µM]	3%	-4%
19	-5%	-6%[0.501 µM]	-2%	22%
20	-26%	?	?	3%

The listing continues:
entry	Structure	BLM inh	BAZ2B block	Pin1 inhibitor	Pol iota inh	Tb PGK inh
21	Cc1ccccc1Oc1ccc2c(c1)[C@@H]1C[C@H]3[C@@H](C(=O)N1CC2)[C@H](C)ON3C	·	·	3%	31%[activator]	0%
22	COc1ccccc1N1CCN(C(=O)CSc2nc(C)c(C)c(=O)[nH]2)CC1	-8%	-13%	16%	32%[activator]	0%
23	O=C(CCc1ccc(O)c(O)c1)NNC(=S)NCCc1ccccc1	3%	3%	0%	-1%	0%
24	Clc1ccc(-n2ncc3c(NCC4CCCO4)ncnc32)cc1 (stereo not given)	-4%	-5%	1%	-5%	-2%
25	CC(=O)N1CCc2cc(S(=O)(=O)NC(CC(C)C)C(=O)N3CCCC3)ccc21 (stereo not given)	1%	-8%	-13%	47%[activator]	-4%
26	COc1cccc(NC(=S)N(CCC(C)C)C2CCN(C(C)=O)CC2)c1	-2%	-10%	-3%	?	·
27	CC(C)Cc1ccc(C(C)C(=O)OCC(=O)c2c[nH]c3ccccc23)cc1 (stereo not given)	-16%	13%	-4%	26%	-1%
28	Cc1cccc(Nc2ccncc2S(=O)(=O)NC(=O)NC(C)C)c1	4%	-9%	-14%	13%	-8%
29	COc1cccc(C(=O)N2N=C(c3ccccn3)CC2(O)C(F)(F)F)c1 (stereo not given)	-6%	13%	-1%	-17%	-3%
30	CCC(C)NS(=O)(=O)c1ccc(S(=O)(=O)N(CC(=O)Nc2ccccc2)Cc2ccco2)cc1 (stereo not given)	-9%	-11%	1%	-30%	6%

entry	JMJD2A Tudor	G9a block	GLS inh	HP1b chromo inh
21	-17%	·	0%	26%
22	-4%	-26%	49%[activator]	38%[activator]
23	?	-1%[59 µM]	?	23%
24	-9%	18%	-3%	48%[activator]
25	-17%	·	-5%	22%
26	-7%	19%	-3%	47%[activator]
27	-15%	10%[59 µM]	4%	41%[activator]
28	-6%	1%[59 µM]	14%	19%
29	-9%	·	5%	29%
30	-24%	5%[12.7 µM]	-1%	12%

Exported with two lines to a compound: 6 of the compounds above
Fields – BLM inh | BAZ2B block | Pin1 inhibitor | Pol iota inh | Tb PGK inh | JMJD2A Tudor | G9a block | GLS inh | HP1b chromo inh
22) COc1ccccc1N1CCN(C(=O)CSc2nc(C)c(C)c(=O)[nH]2)CC1
  -8% | -13% | 16% | 32%[activator] | 0% | -4% | -26% | 49%[activator] | 38%[activator]
23) O=C(CCc1ccc(O)c(O)c1)NNC(=S)NCCc1ccccc1
  3% | 3% | 0% | -1% | 0% | ? | -1%[59 µM] | ? | 23%
24) Clc1ccc(-n2ncc3c(NCC4CCCO4)ncnc32)cc1 (stereo not given)
  -4% | -5% | 1% | -5% | -2% | -9% | 18% | -3% | 48%[activator]
25) CC(=O)N1CCc2cc(S(=O)(=O)NC(CC(C)C)C(=O)N3CCCC3)ccc21 (stereo not given)
  1% | -8% | -13% | 47%[activator] | -4% | -17% | · | -5% | 22%
26) COc1cccc(NC(=S)N(CCC(C)C)C2CCN(C(C)=O)CC2)c1
  -2% | -10% | -3% | ? | · | -7% | 19% | -3% | 47%[activator]
27) CC(C)Cc1ccc(C(C)C(=O)OCC(=O)c2c[nH]c3ccccc23)cc1 (stereo not given)
  -16% | 13% | -4% | 26% | -1% | -15% | 10%[59 µM] | 4% | 41%[activator]

(continued)
entry	Structure	BLM inh	BAZ2B block	Pin1 inhibitor	Pol iota inh	Tb PGK inh
31	CC(=O)NS(=O)(=O)c1ccc(N=NN2CCCCC2)cc1	1%	9%	?	22%	-4%
32	CCc1cccc(OCC(=O)N(C)CC(=O)Nc2cccc(F)c2)c1	·	9%	-6%	22%	-4%
33	Cc1nc2ccc(NC(=O)N3CCCCC3)cc2nc1C	4%	1%	-1%	16%	-5%
34	Cc1cccc(N2C(=O)CN(Cc3sccc3C)C2=S)c1	-6%	-3%	5%	-16%	-2%
35	Cc1sc2nc(CC(=O)N3CCCC3)[nH]c(=O)c2c1C	1%	-1%	-4%	-2%	-8%
36	O=c1cc(CNc2cc(Cl)ccc2Cl)nc2sccn12	-7%	14%	2%	142%[activator]	-3%
37	O=C(CSc1ccc(F)cc1)Nc1ccc(N2CCOCC2)cc1	-7%	-19%	-1%	-24%	-4%
38	CC(C)(C)OC(=O)NCCCCCNC(=O)c1[nH]cnc1C(=O)Nc1nccs1	·	32µM*	-4%	1%	-5%
39	O=c1c2c(nc3cc(-c4cccc(Cl)c4)[nH]n13)CCC2	-1%	-6%	12%	4%	-4%
40	COc1ccc(CN2C(=O)CC(C(=O)NCCc3ccc(S(N)(=O)=O)cc3)SC2=Nc2ccccc2)cc1 (stereo not given)	-3%	-25%	20%	-7%	2%

entry	JMJD2A Tudor	G9a block	GLS inh	HP1b chromo inh
31	1%	16%[59 µM]	-3%	44%
32	-10%	50µM*	3%	19%
33	-6%	17%[59 µM]	2%	31%
34	21%	?	16%	71%[activator]
35	1%	28µM*	-1%	-9%
36	3%	-9%[59 µM]	-10%	59%[activator]
37	-13%	3%	30%[activator]	11%
38	?	4%[0.501 µM]	2%	58%[activator]
39	-13%	-5%[12.7 µM]	-1%	17%
40	-7%	-23%	-1%	10%
